Compound activity (PubChem)
hgDAF-12 ag: hgDAF-12 agonism, primary luciferase screen | 370,000 compounds, 1.8% hits | HEK293 GAL4-hgDAF12 UAS-luciferase reporter, agonist luminescence; normalized to butyrate control | AID 687014 | activation, % at 6.8 µM;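 active = activation above a cutoff set at the mean of all screened compounds plus 3 SD, cut at about 10% in these data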;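 note: 0% = DMSO wells and 100% = sodium butyrate wells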
DAX1 inh-1: inhibitors of human orphan nuclear receptor DAX1 (NR0B1). P51843. HEK293 Gal4-DAX1 luciferase reporter, luminescence. inhibition, % at 6.75 µM. 340,000 compounds, 0.99% hits. AID 504766;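 active = inhibition above the mean over all tested compounds plus 3 SD, cut at about 4.2% in these data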;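 note: 0% = DAX1-transfected cells with DMSO and 100% = empty-vector control cells with DMSO; inhibition shows as a rise in luminescence from relieved DAX1 repression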
Target sequence (P51843 207-470 limits assumed): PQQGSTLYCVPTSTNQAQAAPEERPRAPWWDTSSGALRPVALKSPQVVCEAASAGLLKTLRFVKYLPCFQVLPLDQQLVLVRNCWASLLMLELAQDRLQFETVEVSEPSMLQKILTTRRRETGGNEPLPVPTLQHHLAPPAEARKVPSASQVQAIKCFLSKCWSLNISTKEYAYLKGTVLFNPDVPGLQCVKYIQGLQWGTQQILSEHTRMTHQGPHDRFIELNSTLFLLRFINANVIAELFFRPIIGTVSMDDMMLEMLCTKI
PG9 binder: small molecules binding HIV-1 gp120 antibody PG9; 360,000 compounds, 0.43% hits; TR-FRET gp120-PG9 antibody binding; AID 624416; inhibition, % at 6.7 µM; in the data active = inhibition above about 8.5%
ssDAF12 agonist: activates DAF-12 receptor from parasite S. stercoralis; HEK293 ssDAF-12/GRIP1 lit1-tk-luc reporter, luminescence; % of 3 µM dafachronic acid response; activation, % at 6.8 µM; 370,000 compounds, 1% hits; AID 652126;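 active = activation above the mean over all tested compounds plus 3 SD, cut at about 0.9% in these data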;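 note: 0% = DMSO-only wells and 100% = 3 µM delta7-dafachronic acid wells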
hcDAF-12 act: activates DAF-12 receptor from parasite H. contortus | HEK293 hcDAF-12 lit1-tk-luc reporter, luminescence; 0% DMSO, 100% Δ7-dafachronic acid | activation, % at 6.8 µM | 370,000 compounds, 1.4% hits | AID 652067;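 active = activation above the mean of all tested compounds plus 3 SD, cut at about 5.5% in these data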;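 note: 100% = response to 3 µM Δ7-dafachronic acid high control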
SMARCA2 act: activators of SMARCA2 function; 370,000 compounds, 1% hits; activation, % at 9.1 µM; AID 652017; MG213 cells, MMTV-luciferase reporter, dexamethasone, overnight; in the data active = activation above about 7.8%;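 note: 0% = vehicle wells and 100% = reference activator wells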
DAX1 inh-2: blocks DAX1 repression of SF-1 activated StAR promoter. HEK293T StAR-luciferase reporter, SF-1/DAX-1 repression relief. inhibition, % at 6.8 µM. 370,000 compounds, 1.1% hits. AID 652010;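 active = inhibition above the mean over all tested compounds plus 3 SD, cut at about 3.6% in these data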;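 note: 0% = DAX-1 cells with DMSO and 100% = cells lacking DAX-1 with DMSO; higher inhibition means more luminescence from relief of DAX-1 repression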
PLC-beta3 inh: PLC-beta3 (human) inhibition, primary screen. Q01970. Purified PLC-beta3, fluorogenic substrate, fluorescence. inhibition, % at 12.2 µM. 370,000 compounds, 0.18% hits; in the data active = inhibition above about 11%;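 note: 0% = median of compound wells on plate and 100% = full blocker control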
FXN GAA850 act: activators of GAA850 frataxin (FXN) promoter. HEK293 lucGAA850 FXN promoter luciferase reporter, 24 h; percent of 10 µM SAHA response. activation, % at 6 µM. 360,000 compounds, 0.56% hits. AID 540364;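 active = activation above the average of all compounds screened plus 3 SD, cutoff fixed separately per campaign, cut at about 7.5% in these data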;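 note: 0% = DMSO wells and 100% = 10 µM SAHA wells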
Rev-erbA mod: Rev-erb alpha (human) modulation. 370,000 compounds, 0.79% hits. activity, % at 10 µM. Rev-erbα–FITC-DNA binding, fluorescence polarization, 90 min. P20393;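 active = activity above about 14%, limit read from the data; passing the limit was not always enough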;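 note: 0% = DMSO wells with 35 nM protein and 100% = DMSO wells with 750 nM protein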
Target sequence (P20393 whole entry, looked up): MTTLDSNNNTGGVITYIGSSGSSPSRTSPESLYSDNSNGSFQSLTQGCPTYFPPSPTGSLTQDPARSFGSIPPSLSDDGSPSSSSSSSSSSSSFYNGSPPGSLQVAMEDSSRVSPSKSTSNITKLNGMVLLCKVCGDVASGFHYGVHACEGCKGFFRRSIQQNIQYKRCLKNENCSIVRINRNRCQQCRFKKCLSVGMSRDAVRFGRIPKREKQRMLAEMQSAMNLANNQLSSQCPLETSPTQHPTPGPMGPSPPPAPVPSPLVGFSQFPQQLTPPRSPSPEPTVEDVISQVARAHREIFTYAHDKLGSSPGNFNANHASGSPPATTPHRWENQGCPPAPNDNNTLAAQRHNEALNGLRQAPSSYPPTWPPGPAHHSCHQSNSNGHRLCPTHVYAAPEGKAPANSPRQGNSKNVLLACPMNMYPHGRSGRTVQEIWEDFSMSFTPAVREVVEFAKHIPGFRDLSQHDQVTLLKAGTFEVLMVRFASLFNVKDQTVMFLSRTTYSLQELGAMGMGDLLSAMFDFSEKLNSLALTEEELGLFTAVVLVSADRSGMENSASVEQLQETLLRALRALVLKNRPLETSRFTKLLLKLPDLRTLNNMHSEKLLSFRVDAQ
sPLA2-III inh: Inhibits HGIII-sPLA2 liposome hydrolysis, primary screen; Q9NZ20; QFRET BODIPY PC-A2 liposome hydrolysis, fluorescence; inhibition, % at 12.2 µM; 370,000 compounds, 0.56% hits;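 active = inhibition above mean plus 3 SD of compounds lying within the high and low control bounds, cut at about 19% in these data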;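 note: 0% = median of test compound wells and 100% = no enzyme DMSO wells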
* hit, by the source's call; i = inactive; nt = no result given.

SMILES	hgDAF-12 ag	DAX1 inh-1	PG9 binder	ssDAF12 agonist	hcDAF-12 act	SMARCA2 act	DAX1 inh-2	PLC-beta3 inh	FXN GAA850 act	Rev-erbA mod	sPLA2-III inh
CCN1C[C@@H]2[C@@H]3C(=O)N(Cc4ccccc4)C(=O)[C@@H]3[C@](Cc3ccccc3)(C(=O)OC)N2C1=NC	0.0	2.0	-1.1	-0.7	-0.2	0	0.1	2	1.4	3	2
CCCCC1N2CC3([N+](=O)[O-])CN1CC([N+](=O)[O-])(C2)C3(C)C (stereo unspecified)	1.1	0.0	0.0	-1.0	-1.0	-3	0.6	1	2.4	-3	2
CC1(C(=O)NS(=O)(=O)c2ccccc2Cl)CCN1C(=O)C/C=C/c1ccccc1 (stereo unspecified)	12*	nt	0.7	-0.8	0.4	-2	-0.5	-3	1.0	6	0
CCN(CC)S(=O)(=O)c1cccc(C(=O)Nc2cccc(C)c2)c1	3.3	-0.5	-0.4	-1.1	1.0	2	-0.6	0	0.5	-3	-7
COC(=O)c1cc(C(=O)OCC(=O)NCc2ccc3c(c2)OCO3)cc([N+](=O)[O-])c1	0.3	-0.7	-3.8	-0.9	-1.7	1	-0.2	5	0.9	2	-4
CCC(C)N(C(=O)COC(=O)CSc1ccc([N+](=O)[O-])cc1)C1CCS(=O)(=O)C1 (stereo unspecified)	-2.0	0.6	0.6	-0.8	0.0	-2	-1.1	-7	0.6	10	2
C=CS(=O)(=O)N[C@@H](CSSC[C@H](NS(=O)(=O)C=C)C(=O)OC)C(=O)OC	2.0	nt	1.4	-1.5	-2.6	-1	0.0	1	nt	7	0
Cc1cc(C)cc(NC(=O)CCN2C(=O)c3ccccc3C2=O)c1	1.3	2.2	-1.2	-1.0	0.0	-4	0.3	-2	0.5	5	5
CC(=O)C1=C(C)NC(=O)NC1c1ccccc1OCC(=O)NCCc1ccccc1 (stereo unspecified)	-0.1	1.6	0.5	0.4	0.6	3	-0.7	2	-0.9	0	4
O=C(Nc1cc(S(=O)(=O)N2CCCCC2)ccc1N1CCOCC1)c1ccc(F)cc1	1.6	0.2	-2.0	-0.2	-0.2	-2	-0.4	-4	0.9	-3	-1
O=C(Oc1cccc2cccnc12)c1ccco1	3.2	-0.1	1.4	-0.2	-1.5	2	-0.2	0	1.2	-2	-1
O=C(Oc1ccccc1F)c1ccc2c(=O)n3c(nc2c1)CCC3	2.9	0.6	-1.2	-1.1	-0.9	4	-0.6	-5	1.9	2	-3
CC1CCCC(NC(=O)CCN2C(=O)COc3ccccc32)C1C (stereo unspecified)	-1.6	1.9	-1.5	-1.8	-1.3	-3	0.6	5	1.4	-3	9
CC(C)C[C@@H]1COc2cc(Br)ccc2S(=O)(=O)N1Cc1cn(Cc2ccc(Cl)cc2)nn1	2.0	nt	nt	-0.7	-1.6	3	-0.1	3	nt	-4	6
Cc1ccccc1NC(=S)NCc1ccc2c(c1)cc(C)n2C	-0.9	0.5	-2.7	0.2	-2.1	-1	0.1	-36	0.2	-8	10
O=C(Cc1sc(-c2ccccc2)nc1-c1ccccc1)Nc1ccc(Cl)cc1	2.2	-0.3	-0.4	-1.3	-1.0	0	0.2	1	0.6	25*	4
Cc1ccc2nc3n(c(=O)c2c1)-c1cc(Cl)ccc1C(=O)NC3Cc1ccc(O)cc1 (stereo unspecified)	1.4	nt	0.5	-1.1	-1.4	-2	0.7	-4	nt	0	-26
Cc1ccc(NC(=O)c2ccc(OC(F)(F)F)cc2)cc1S(=O)(=O)N(C)C	-6.5	-3.1	-1.0	-2.9	-5.3	-4	-2.6	3	-0.9	4	-9
CCOC(=O)CC1(C)c2nc(NC(C)=O)sc2Cc2sc(NC(C)=O)nc21	-1.2	nt	0.1	-0.6	0.2	1	-0.2	i	nt	-3	-7
CC(C)(C)c1ccc(C(=O)Nc2ccc3c(c2)C(=O)NC3=O)cc1	-0.9	0.7	-0.3	-1.1	-0.1	3	0.6	-12	0.3	6	7

Reprinted at random: 2 compounds from above, in no set order.
SMILES	hgDAF-12 ag	DAX1 inh-1	PG9 binder	ssDAF12 agonist	hcDAF-12 act	SMARCA2 act	DAX1 inh-2	PLC-beta3 inh	FXN GAA850 act	Rev-erbA mod	sPLA2-III inh
COC(=O)c1cc(C(=O)OCC(=O)NCc2ccc3c(c2)OCO3)cc([N+](=O)[O-])c1	0.3	-0.7	-3.8	-0.9	-1.7	1	-0.2	5	0.9	2	-4
O=C(Oc1ccccc1F)c1ccc2c(=O)n3c(nc2c1)CCC3	2.9	0.6	-1.2	-1.1	-0.9	4	-0.6	-5	1.9	2	-3

(further entries)
SMILES	hgDAF-12 ag	DAX1 inh-1	PG9 binder	ssDAF12 agonist	hcDAF-12 act	SMARCA2 act	DAX1 inh-2	PLC-beta3 inh	FXN GAA850 act	Rev-erbA mod	sPLA2-III inh
CCOC(=O)N1CCN(C(=O)COc2ccc3ccccc3c2Br)CC1	-1.7	-0.9	2.9	-1.3	-2.3	0	-1.1	-7	-0.7	6	-9
O=C(Cn1c2c(c(-c3ccccc3Cl)cc1=O)CCC2)NCCCN1CCOCC1	-3.7	0.0	-0.8	-1.3	-0.6	-2	0.0	-27	1.0	-4	5
O=C(Nc1ccccc1-c1nnn(CC(=O)N2CCCc3ccccc32)n1)c1ccco1	0.9	-2.2	1.2	-1.4	-2.3	-1	-0.5	-3	-3.7	0	-3
CCOc1ccc(NC(=O)CCCn2nc(C)c3c(C)n(-c4ccccc4)nc3c2=O)cc1	-1.0	1.8	-1.7	-1.4	-2.3	-1	-0.1	-4	-1.2	0	4
O=C(Cn1c(-c2ccccc2Cl)nc2ccccc21)Nc1cccc(Cl)c1	-1.1	0.7	-3.3	-1.1	0.0	1	0.7	1	-0.8	-7	-5
COC(=O)c1cc2c(c3c4ccccc4n(S(=O)(=O)c4ccc(OC)cc4)c13)C(=O)N(Cc1ccccc1OC)C2	0.1	nt	-0.2	-0.1	1.2	-4	-0.4	-21	nt	16	2
CCc1ccc(S(=O)(=O)N/N=C(/C)c2ccncc2)cc1	-1.2	0.7	-1.5	-1.0	-0.9	-1	-0.9	-12	2.9	0	3
COc1ccc(C(=O)N2CCCC(c3cc(C(=O)NCc4ccc(F)cc4)no3)C2)cc1 (stereo unspecified)	-0.3	nt	-1.0	-1.9	-2.4	-3	-0.5	6	1.1	-4	-4
CCCCn1c(N)c(N(CCC(C)C)C(=O)C2CSC3(C)CCC(=O)N23)c(=O)[nH]c1=O (stereo unspecified)	-1.6	0.7	-0.1	0.1	-0.6	0	1.2	-4	2.3	1	9
COc1ccc(-c2cc(N3C(=O)Nc4ccccc4N3O)n[nH]2)c(OC)c1	-1.3	-0.4	-1.5	-1.2	-0.4	2	0.0	3	-1.2	6	-6
COc1ccc(-n2c(SCC(=O)Nc3cccc(S(N)(=O)=O)c3)nc3ccccc3c2=O)cc1OC	-1.9	0.0	-0.7	-1.3	-1.1	1	0.1	-8	-2.2	0	-13
COc1cccc(-c2ccc(NC(=O)C3CCCN(Cc4ccccn4)C3)cc2)c1 (stereo unspecified)	2.2	0.1	-1.2	-1.3	-1.0	-2	-0.7	2	0.3	8	-10
Cc1ccc(C(=O)N2NC(c3ccccc3F)C3C(=O)N(c4cccc(C)c4)C(=O)C32)cc1 (stereo unspecified)	0.3	1.5	-2.5	-0.8	2.8	-2	-0.1	0	-1.5	2	-13
Cc1ccc(S(=O)(=O)NC(N)=NCCc2ccc(Cl)cc2)cc1	-3.0	-1.8	-1.8	-1.1	-1.4	1	0.1	1	2.3	2	-12
COC(=O)[C@H]1C[C@@H](c2ccccc2)[C@H](C)C1(C)C	-2.4	-0.1	-0.1	-1.0	-0.8	0	0.6	-1	1.9	5	1
COc1ccc(Cl)cc1NC(=O)CSc1nnc(-c2ccncc2)n1CC1CCCO1 (stereo unspecified)	-2.2	1.7	1.4	-1.3	-1.4	-1	-0.4	1	-3.5	0	2
Cc1ccn(S(=O)(=O)c2ccc(C(C)(C)C)cc2)n1	0.4	0.1	-1.3	-0.8	-0.5	-2	-0.1	0	1.9	1	-4
COc1ccccc1/C=C1/SC(=S)N(C(C)C(=O)NC2C=CS(=O)(=O)C2)C1=O (stereo unspecified)	0.1	-0.3	-3.0	-1.3	0.4	-2	-1.3	-10	-0.5	-4	-14
CCNC(=O)C1(C)CCN(C(=O)c2cccc(C(F)(F)F)c2)C1 (stereo unspecified)	-1.0	nt	-0.9	-1.3	-1.2	-1	0.5	0	-1.9	-2	0
O=C(NC12CC3CC(CC(C3)C1)C2)c1cncc(O)c1	0.7	0.0	-0.2	-1.3	0.7	0	-0.2	-6	-1.0	-7	-10
CCCN(C)C1CN(Cc2cn(CCCOC)nn2)S(=O)(=O)C1 (stereo unspecified)	-2.1	nt	1.4	-1.4	-1.3	-4	-1.3	0	nt	-2	7
Cc1ccc(NS(=O)(=O)c2cccc(C(=O)O)c2)cc1S(=O)(=O)N1CCCCC1	1.4	-0.1	-0.5	-0.1	-0.3	-3	-0.5	2	0.4	10	-2
Cc1cccc(NC(=S)NC(=O)c2ccc(Br)o2)c1	15*	0.5	-2.2	0.7	6.5*	6	1.8	2	6.8	2	7
CCC(=O)Nc1ccc(Cl)c(NC(=S)NC(=O)c2ccco2)c1	3.0	1.1	-1.0	-1.8	0.6	2	-0.7	0	0.8	1	6
COc1ccc(Cl)cc1C(=O)OCC(=O)c1ccc[nH]1	1.1	-0.2	-0.8	-0.5	0.1	-2	1.0	-5	-0.3	-2	-1
COc1ccc(S(=O)(=O)N2CCC3(CC2)OCCN3S(=O)(=O)c2ccccc2)cc1OC	0.9	0.2	1.0	-1.6	-0.9	-1	-3.0	3	-0.1	4	0
O=c1c2ccc(Cl)cc2nc2n1CC/C2=C\c1cccc(O)c1	2.2	3.1	0.1	-1.3	-0.1	0	-0.2	-23	-0.2	1	-7
CC(C)CNC(=O)C(=O)NCC(c1ccc2c(c1)OCO2)N1CCOCC1 (stereo unspecified)	-1.4	1.5	-1.0	-1.1	-1.8	0	-0.2	-3	-0.5	0	8
O=C1CCC[C@@H]2[C@H]3CCC[N+]4([O-])CCC[C@@H](CN12)[C@@H]34 (stereo partly specified)	0.1	-0.2	-0.2	-1.0	-0.6	-3	0.5	1	0.6	1	0
N#Cc1ccc(OCc2ccc(C(=O)O)o2)cc1	-1.9	-0.2	-1.5	-0.3	-0.5	1	0.6	-3	1.5	-2	-2
COCCSc1ccccc1C(=O)Nc1nnc(C)s1	0.8	1.6	-2.6	-1.1	1.2	0	0.1	2	2.7	-2	1
CCCCc1nc2cc(C(=O)N3CCCC3)ccc2o1	3.5	1.2	-0.7	-0.7	0.8	1	4.0*	-6	4.3	-3	0
O=C(O)CNS(=O)(=O)/C=C/c1ccccc1	0.0	-0.6	-0.6	-0.9	-1.2	-1	0.5	0	1.8	-5	7
c1ccc(CSc2ncnc3c2sc2nc(N4CCOCC4)c4c(c23)CCCC4)cc1	0.1	1.7	5.4	-1.1	0.1	0	0.7	3	0.5	158*	3
NC(=O)COC(=O)/C=C/c1ccc(S(=O)(=O)N2CCCCCC2)cc1	0.8	-0.1	-0.6	-0.1	-0.8	-3	0.0	-12	1.4	-1	8
CCOc1ccccc1Nc1nc2ccccc2[nH]1	4.4	-0.7	-1.3	-1.1	-0.7	0	-0.1	1	1.9	-7	3
